# Screening data as filed in PubChem BioAssay.
# AMA1 RON2 block = qHTS for Inhibitors of AMA1-RON; Towards Development of Antimalarial Drug Lead: Primary Screen. Potency, µM (titrated, usually from 58.2 µM), for inactives: top-dose activity change, negative = inhibition, actives largely listed as inhibitors. AlphaScreen AMA1-biotinylated RON2 peptide binding. Plasmodium falciparum AMA1 (3D7) - RON2 peptide interaction. 0.2% of 360,000 active;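 note: potency is the fitted concentration of half-maximal effect; 0% = vehicle wells and -100% = peptide control; nearly all actives have a fitted effect of over 45% in size; some results filed as inactive show a strong effect at the top dose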
#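 AMA1 (3D7) with his tag at 25 nM final met compounds first, then biotinylated RON2 peptide at 25 nM; detection used donor plus acceptor beads, 10 µg/mL apiece, read by AlphaScreen after 30 min at room temperature.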
# LmPK inh = qHTS Assay for Inhibitors of Leishmania Mexicana Pyruvate Kinase (LmPK); Q27686; purified LmPK, Kinase-Glo ATP luminescence, 1 h; 0.37% of 290,000 active; Potency, µM (titrated, usually from 57.5 µM), inactives show at the highest dose activity change, negative = inhibition, hits mostly inhibitors; note: potency is the fitted concentration of half-maximal effect
# Target sequence (Q27686 whole entry, looked up): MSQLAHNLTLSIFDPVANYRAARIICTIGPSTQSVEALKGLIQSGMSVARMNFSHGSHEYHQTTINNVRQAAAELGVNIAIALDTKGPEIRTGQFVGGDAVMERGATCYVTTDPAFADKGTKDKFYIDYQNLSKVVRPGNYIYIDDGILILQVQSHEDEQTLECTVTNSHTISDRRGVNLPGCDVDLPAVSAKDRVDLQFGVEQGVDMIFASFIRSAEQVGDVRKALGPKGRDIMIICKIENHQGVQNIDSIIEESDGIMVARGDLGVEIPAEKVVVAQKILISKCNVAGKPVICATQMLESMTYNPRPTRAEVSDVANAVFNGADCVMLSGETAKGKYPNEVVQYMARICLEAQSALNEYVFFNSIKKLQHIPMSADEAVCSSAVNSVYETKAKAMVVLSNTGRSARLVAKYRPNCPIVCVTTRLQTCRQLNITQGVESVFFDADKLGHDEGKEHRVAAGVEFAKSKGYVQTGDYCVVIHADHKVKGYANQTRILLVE
#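 Kinase-Glo luminescence read after 1 h RT reaction of 0.1 nM LmPK with 0.5 mM PEP and 0.1 mM ADP. Activity scaled between uninhibited and enzyme-free controls.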
# AmpC inh detg = qHTS Inhibitors of AmpC Beta-Lactamase (assay with detergent); P00811; AmpC hydrolysis of nitrocefin, absorbance 480 nm, 0.01% Triton; Potency, µM (titrated, usually from 114 µM), without a hit: at the top dose activity change, negative = inhibition, actives largely listed as inhibitors; 0.041% of 370,000 active;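 note: potency is the fitted concentration of half-maximal effect; 0% = no-compound wells and -100% = no-enzyme wells; nearly all actives have a fitted effect of over 25% in size; some results filed as inactive show a strong effect at the top dose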
# Target sequence (P00811 whole entry, looked up): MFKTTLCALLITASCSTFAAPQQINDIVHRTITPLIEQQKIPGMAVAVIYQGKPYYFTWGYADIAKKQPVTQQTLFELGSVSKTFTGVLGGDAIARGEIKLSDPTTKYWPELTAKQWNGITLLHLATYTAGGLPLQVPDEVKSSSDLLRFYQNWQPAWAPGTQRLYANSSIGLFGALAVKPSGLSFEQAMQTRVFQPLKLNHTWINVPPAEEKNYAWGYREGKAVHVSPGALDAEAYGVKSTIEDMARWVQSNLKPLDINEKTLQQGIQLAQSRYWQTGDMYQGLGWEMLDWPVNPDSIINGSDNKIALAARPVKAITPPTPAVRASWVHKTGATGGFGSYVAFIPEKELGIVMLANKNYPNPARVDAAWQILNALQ
#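 20 mM phosphate pH 7.0 + 0.01% (detergent screen) or 0.0001% Triton X-100; 5.3 nM AmpC reagent; cpd preinc 15 min RT; nitrocefin (800 uM stock) to start; A480 q20 s × 4 min; Activity was normalised to no-enzyme and no-compound control wells.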
# HCMV inh = qHTS Assay for inhibitors of the human cytomegalovirus (HCMV). 4.5% of 410,000 active. HFF cells, HCMV-luciferase reporter, 72 h; stronger effect = lower value. AID 1259415, 2018. activity change, negative = inhibition, % at 57.5 µM; in the data active = activity change below about -60%; inconclusive = no clear call, values can overlap the other calls; inactive = above about -39%
#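 Cell-based, HFFs, 1000 cells/well, 16 h 37C; cpds in DMSO + HCMV-luc, MOI 1 PFU/cell; 72 h 37C; OneGlo luminescence after 5 min RT; norm. to buffer vs Salinomycin 10uM.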
# TbPYK inhibitor = qHTS of Trypanosoma Brucei Inhibitors; pyruvate kinase (Trypanosoma brucei), Q57TT1; TbPYK enzyme, Kinase-Glo Plus ATP luminescence, 45 min; Potency, µM (series often up to 76.8 µM), without a hit: top-dose activity, negative = inhibition, usual class: inhibitors; 0.12% of 410,000 active; AID 624173, 2012; note: potency is the fitted concentration of half-maximal effect; nearly all actives have a fitted effect of over 50% in size
#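 Enzyme and substrate buffer are dispensed first and compound is pin-transferred. ADP at 130 uM final then starts the reaction, which runs 45 min at room temperature. Detection reagent is added for 10 min before luminescence is imaged.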
# Sm TGR block = qHTS Assay for the Inhibitors of Schistosoma Mansoni Peroxiredoxins; 3% of 360,000 active; Schistosoma mansoni thioredoxin glutathione reductase (TGR), Q962Y6; Potency, µM (highest dose often 114 µM), without a hit: at the highest dose activity change, negative = inhibition, hits mostly inhibitors; purified TGR, DTNB reduction, TNB absorbance 405 nm; note: potency is the fitted concentration of half-maximal effect; nearly all actives have a fitted effect of over 60% in size
#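 TGR 20 nM + NADPH 100 uM (dispensed conc.), cpd preinc 15 min RT; start with NADPH (500 uM addition) then DTNB (15 mM addition). Kinetic TNB absorbance, 405 nm filter. Four-parameter Hill fit across titration.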
# AmpC no deterg = qHTS Inhibitors of AmpC Beta-Lactamase (assay without detergent); P00811; AmpC nitrocefin hydrolysis, absorbance 480 nm, 0.0001% Triton; Potency, µM (titrated, usually from 57.1 µM), without a hit: top-dose activity change, negative = inhibition, most hits filed as inhibitors; 0.52% of 330,000 active; AID 485341, 2010;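 note: potency is the fitted concentration of half-maximal effect; plate controls were no compound for no effect and no enzyme for full effect; nearly all actives have a fitted effect of over 20% in size; some results filed as inactive show a strong effect at the top dose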
#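 20 mM phosphate pH 7.0 + 0.01% (detergent screen) or 0.0001% Triton X-100; 5.3 nM AmpC reagent; cpd preinc 15 min RT; nitrocefin (800 uM stock) to start; A480 q20 s × 4 min; Activity was normalised to no-enzyme and no-compound control wells.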
# An asterisk follows results filed as active; ? = inconclusive; nt = not tested or not shown; & = joins results of further samples; [ ] = another dose, or the depositor's remark. Unless noted, calls come from the whole dose curve; as a rule, active = well fitted curve in the direction sought with a large enough effect; inconclusive = small, poorly fitted or top-dose-only effect, or another doubt; inactive = no such curve, though single readings can be large; an effect the other way counts as inactive or inconclusive. Unless noted, % is set by controls: 0 for no effect and ±100 for the full control effect. No enrichment for hits; 7.4% or so of the library scored in one or more.
# The first 2 entries as a preview:
# Results follow in this order: AmpC inh detg	AMA1 RON2 block	LmPK inh	HCMV inh	Sm TGR block	AmpC no deterg	TbPYK inhibitor
- COc1ccc(C(=O)N2CCC(c3nc4ccccc4s3)CC2)cc1Cl
  18%	nt	nt	?	-1%	nt	1%
- COc1cccc(CNC(=O)c2cc3c(=O)n(C)c4ccccc4c3n2C)c1
  14%	nt	nt	?	3%	nt	-5%

# The list itself, from the first entry:
# Results follow in this order: AmpC inh detg	AMA1 RON2 block	LmPK inh	HCMV inh	Sm TGR block	AmpC no deterg	TbPYK inhibitor
- COc1ccc(C(=O)N2CCC(c3nc4ccccc4s3)CC2)cc1Cl
  18%	nt	nt	?	-1%	nt	1%
- COc1cccc(CNC(=O)c2cc3c(=O)n(C)c4ccccc4c3n2C)c1
  14%	nt	nt	?	3%	nt	-5%
- Cc1cccc(NC(=S)NNC(=O)Cc2ccccc2)c1
  -4%	43%[activator]	-3%	-5	-8%	-29%	5%
- O=C(O)c1ccc(CSc2nc(-c3ccc(Cl)cc3)cc(C(F)(F)F)n2)cc1
  1%	-3%	3%	-12	?	-32%	5%
- CC12CC3CC(C)(C1)CC(C(=O)NC(=S)N1CCCCC1)(C3)C2
  -2%	-6%	-6%	4	2%	-19%	-1%
- CC12CN3CCN(CC(C3)/C1=N\NC(=O)Nc1cccc(Cl)c1)C2
  5%	2%	-2%	53	1%	-11%	4%
- O=C(O)C1CC=CCC1C(=O)Nc1cccc(F)c1 (stereo not drawn)
  1%	-3%	1%	-13	7%	-27%	2%
- O=C(Cn1nc2ccccc2n1)N/N=C/c1ccc(F)cc1
  8%	1%	1%	-40	2%	-34%	0%
- O=C(CSc1ccc2c(c1)OCCO2)Nc1ccccc1
  nt	0%	nt	?	nt	nt	-14%
- O=C(O)c1c2c(nc3ccc(S(=O)(=O)N4CCC(C(=O)NCc5ccc(Cl)cc5)CC4)cc13)CCCC2
  0%&17%	42%[activator]	-4%	7&75	-14%&-3%	-17%	8%&2%
- C/C(=N\NC(=O)c1ccc2c(c1)OCO2)c1ccc2c(c1)OCO2
  -4%	67%[activator]	-3%	81	1%	-41%	4%
- O=C/C=C/c1ccccc1
  nt	7%	nt	19	nt	-15%	2%&8%
- Cc1nc2sc(C(=O)N(C)c3ccccc3)c(NC(=O)c3ccccc3Cl)c2c(C)c1C
  -3%	nt	nt	2	8%	nt	-1%
- CN(C)C(=O)c1cccc(-c2cnc3cccnn23)c1
  nt	-18%	nt	22	nt	nt	0%
- COc1ccc(OC)c(NC(=O)c2cnn(-c3ccccc3)c2C)c1
  -8%	-4%	-5%	-10	-27%	4%	-4%
- N#Cc1ccccc1NC(=O)COC(=O)c1ccc2c(c1)OCCO2
  ?	-6%	-1%	8	4%	-28%	2%
- Cc1ccc(-c2cc(C(=O)N3CCN(c4ncccn4)CC3)c3ccccc3n2)cc1
  -2%	-7%	-7%	22	5%	92%[activator]	2%
- O=C(NCc1ccccc1)c1cnc(Cl)c(Cl)c1
  2%	-5%	1%	10	8%	-8%	-5%
- COc1cccc(NC(=O)C(NCC2CCCCC2)c2ccccc2)c1 (stereo not drawn)
  -1%	25%	-17%	-7	17%	-20%	2%
- CCn1c(CSc2nccn2C)nc2cc(C(=O)O)ccc21
  -4%	17%	1%	nt	-10%	-3%	-3%
- COc1ccc2c(c1)C(CC(C)=O)N(c1ccc(-c3cccs3)cc1)C(c1ccsc1)=C2 (stereo not drawn)
  nt	10%	nt	-90*	nt	nt	-3%
- Cn1nc(C(=O)N2CCN(c3ccccc3F)CC2)c2c1-c1ccccc1SC2
  28%	nt	nt	-24	-9%	nt	-11%
- CCC(=O)Oc1ccc(C2NC(=O)c3ccccc3O2)cc1OC (stereo not drawn)
  1%	-6%	11%	3	17%	-10%	-1%
- CCc1ccc(N(CC(=O)NCC2CCCO2)C(=O)CCC(=O)Nc2nccs2)cc1 (stereo not drawn)
  2%	12%	-5%	?	6%	47%	2%
- Cc1c(Cl)cccc1N1C(=O)C2ON(c3ccccc3)C(c3cccnc3)C2C1=O (stereo not drawn)
  ?	0%	2%	31	12%[11.4 µM]	49%	10%
- COC(C[C@H](O)[C@@H](C)[C@H](O)COCc1ccccc1)OC
  -6%	0%	-1%	-16	9%	-21%	4%
- Cc1cccc(NC(=O)CNC(=O)CN2C(=O)NC3(CCc4ccccc43)C2=O)c1C (stereo not drawn)
  -14%	-12%	nt	-13	-15%	0%	-3%
- CCC(=O)N1CCN(c2ccc(NC(=O)c3ccc(-c4ccccc4)cc3)cc2)CC1
  -6%	nt	5%	nt	-2%	-2%	nt
- O=C1c2ccccc2C(=O)N1CCSc1nc2ccccc2c(=O)n1CCCN1CCOCC1
  4%	2%	4%	25	0%	1%	5%
- CC(C)c1ccc(OCC(=O)N2CCc3ccccc3C2)cc1
  -10%	43%[activator]	1%	-14	29%	4%	-6%
- CC(NC(=O)c1c(N)[nH]c(C(=O)c2ccccc2)c1-c1ccccc1Br)c1cccc2ccccc12 (stereo not drawn)
  nt	63%[activator]	nt	13	nt	nt	3%
- CCN1CCN(C(=O)c2ccc3c(c2)S(=O)(=O)c2ccccc2C3=O)CC1
  7%	0%	6%	-33	4%	-24%	5%
- Cc1cc(C)cc(N(C(=O)c2sc(C)nc2C)C(C(=O)NCc2ccco2)c2ccccc2)c1 (stereo not drawn)
  -6%	-3%	-1%	?	-12%	?	4%
- CC(C)Nc1nc(Cl)nc(NCCOc2ccccc2)n1
  -4%	5%	5%	97	1%	-23%	1%
- C(=N\n1cnnc1)/c1ccc(OC2CSC2)cc1
  ?	0%	0%	-5	-11%	-5%	3%
- Cc1ccc(S(=O)(=O)NCc2ccc(C(=O)N3CCN(c4ccccn4)CC3)cc2)cc1
  -9%	9%	4%	-26	-29%	45%	0%
- O=C(NCc1cccc(C(F)(F)F)c1)C1CCN(c2ncccn2)CC1
  ?	-13%	-2%	16	0%	1%	6%
- O=C(NC1CCCCC1)C1(c2ccccc2)CC1(Cl)Cl (stereo not drawn)
  -5%	9%	0%	-23	-11%	-29%	10%
- CCOC(=O)C1CCN(C(=O)/C=C/c2ccccc2)CC1
  ?	0%	7%	31	-1%	10%	2%
- O=C(CS(=O)(=O)c1nc(-c2ccc(Cl)cc2)cn1-c1ccccc1)Nc1ccc(F)cc1F
  -2%	nt	nt	37	-1%	nt	-13%
- CCc1nc2nc(C)c(NS(=O)(=O)c3ccc(CC(C)C)cc3)c(=O)n2[nH]1
  0%	-18%	0%	-35	-5%	-21%	-8%
- CC(C)c1ccc(C2CC(=O)c3cnc(NC(=O)c4ccco4)nc3C2)cc1 (stereo not drawn)
  ?	15%	13%	-2	-20%	80%[activator]	0%
- CN(C(=O)c1cccc(NC(=O)Cc2cccc(NC(=O)C3CCCN(C(=O)C4CCCCC4)C3)c2)c1)C1CCC1 (stereo not drawn)
  nt	-9%	nt	-6	nt	nt	1%
- CC(=O)c1cc(F)c(N2CCN(C(=O)COc3ccccc3F)CC2)cc1C
  ?	10%	7%	1	-26%	13%	6%
- COc1ccccc1CC(=O)N(CCC#N)CCC#N
  -3%	29%	8%	23	-8%	-10%	0%
- O=C(Nc1ccc2oc(-c3ccncc3)nc2c1)c1c(F)c(F)c(F)c(F)c1F
  -12%	-20%	3%	-14	-6%	-15%	0%
- Cc1ccc(N2CC(C(=O)NCCN3CCOCC3)CC2=O)cc1 (stereo not drawn)
  -2%	16%	-5%	-12	31%	-4%	2%
- COc1ccc(Nc2nc(-c3c[nH]c4ccccc34)cs2)cc1
  1%	16%	-1%	71	5%	-18%	-12%
- C/C(=N\NC(N)=O)C1CC(CC(C)C)C(=O)O1 (stereo not drawn)
  3%	115%[activator]	14%	-28	-12%	19%	-5%
- CCN1CCN(CCCNC(=O)c2cc3c(=O)oc4ccc(C)cc4c3s2)CC1
  0%	6%	0%	0	-8%	17%	-1%
- CCN1CCN(C(c2cccs2)C(C)NC(=O)C(=O)N2CCCCC2)CC1 (stereo not drawn)
  0%	8%	7%	-17	-14%	-5%	-9%
- O=C(Cn1cc(C(F)(F)F)cc(Cl)c1=O)NCc1ccc(F)cc1
  -6%	7%	1%	11	6%	-6%	10%
- CC(=O)Nc1cccc(C(=O)NCc2ccc3c(c2)CCN3C(C)=O)c1
  -4%	nt	nt	-9	-1%	nt	-5%
- Cc1nnc(SCC(=O)O)s1
  -7%	15%	-4%	2	8%[57.1 µM]	6%	-4%
- CC1CCCN(CC(=O)N2c3ccccc3Sc3ccccc32)C1 (stereo not drawn)
  0%	0%	3%	-40	7%	46%	-1%
- O=C(CCS(=O)(=O)c1ccc(Cl)cc1)N1CCN(S(=O)(=O)c2cccs2)CC1
  2%	0%	9%	-17	-17%	6%	3%
- CCC(C)Sc1ccc([C@@H]2[C@H]3C(=O)N(CC)C(=O)[C@H]3[C@]3(C(=O)OC)CCCCN23)cc1 (stereo partly drawn)
  ?	-1%	nt	15	0%	126%[activator]	-6%
- CCOC(=O)C1(C)CCCN1C(=O)c1sccc1C (stereo not drawn)
  nt	19%	nt	10	nt	nt	5%
- CCOc1ccc(/C=N/O)cc1
  -3%	2%	-2%	24	0%	-12%	0%
- Cn1c(=O)c2c(-c3ccccc3)n(-c3cccc(O)c3)cc2n(C)c1=O
  nt	-19%	nt	23	nt	nt	-9%

# Continuation.
# Results follow in this order: AmpC inh detg	AMA1 RON2 block	LmPK inh	HCMV inh	Sm TGR block	AmpC no deterg	TbPYK inhibitor
- CC1(C)CC(=O)C2=C(C1)OC(N)=C(C#N)C21CCN(Cc2ccccc2)CC1
  ?	7%	3%	50	14µM*	-19%	-5%
- COc1ccc(-c2nnc(-c3ccc(C)cc3)o2)cc1
  -1%	-9%	-2%	13	9%	-7%	1%
- CCOC(=O)CC1=C(C(=O)OCC)C(c2ccc(OC)cc2OC)C(C#N)=C(N)O1 (stereo not drawn)
  3%	-11%	1%	-10	0%	25%	-11%
- O=C(N/N=C/c1ccncc1)c1cnccn1
  -14%	65%[activator]	0%	18	8%	-5%	-1%
